NFkB transloc pot: enhances IL-1B driven NFkB nuclear translocation; 0.3% of 94,000 active; AID 819; HUVEC IL-1B NFkB p65 nuclear translocation imaging; activation, % at 2 µM;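 active = activation above 40%, about the mean plus 3 SD, also judged a hit on visual image review; inconclusive = activation above 40% but not a hit on visual review; inactive = activation not above 40% and no visual hit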;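 also: percent activation is computed from the nuclear over cytoplasmic p65 intensity ratio; values of inactives mirror those of a sister screen read the other way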
Bcl-B displacement: displacers of TR3 peptide from Bcl-B, primary screen, selectivity assay for Bfl-1 inhibitor project, biochemical, fluorescence polarization; FP displacement of FITC-TR3 peptide from Bcl-B; higher % means a stronger effect; one-dose displacement, % at 20 µM; IC50 in µM for titrated hits; 0.11% of 96,000 active; AID 748;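 active = displacement above 50% at 20 µM plus a fluorescence interference ratio under 1.5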;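 also: plate controls were wells without compound for no effect and wells lacking Bcl-B protein for full effect; a part of the inactive calls stands beside numbers as strong as those of hits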
MRP reversal: MRP-mediated drug resistance reversal. H69AR cells + 2 uM doxorubicin, CellTiter-Glo, 72 h. differential viability (reversal), % at 10 µM. 0.04% of 85,000 active. AID 602;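 active = viability drop by adding the cancer drug above about 55%, with treated viability meeting a 40% cutoff, limit read from the data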;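 also: viability without doxorubicin minus viability with 2 µM doxorubicin for each compound; larger differential means the compound sensitizes cells more to doxorubicin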
NFkB transloc inh: blocks IL-1B driven NFkB nuclear translocation in HUVEC cells. HUVEC IL-1B NFkB p65 nuclear translocation imaging. inhibition, % at 2 µM. 0.43% of 94,000 active. AID 796;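 active = inhibition above about 30% together with a positive call from visual inspection of the well image, limit read from the data; inconclusive = inhibition above a set limit but visual check negative; inactive = inhibition not above a set limit, visual check negative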;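 also: nuclear over cytoplasmic p65 intensity ratio measured by imaging; 0% = IL-1B stimulated DMSO wells and 100% = unstimulated DMSO wells; values of inactives mirror those of a sister screen read the other way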
PLAP inhibition: PLAP enzyme inhibitors, biochemical, luminescence, HTS (AID 690). 0.08% of 96,000 active. purified PLAP, luminescent substrate; higher % means a stronger effect. inhibition, % at 20 µM, or IC50 in µM where a hit was titrated; in the data active = a potency from the dose series; inactive = the rest, 99 in 100 with inhibition below about 30%; also: strong numbers were not always called active
MRP reversal cytotoxicity: also measured in MRP reversal; calls as there; viability, %; H69AR cells, CellTiter-Glo, 72 h; measured here: cytotoxicity without doxorubicin
MRP reversal with doxorubicin: further read-out of MRP reversal, marked with its call; viability, %; measured here: viability with 2 uM doxorubicin; stronger effect = lower value
NFkB transloc inh cell count 2 µM: recorded beside NFkB transloc inh, whose call it bears; cell count; measured here: cells passing quality filter;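 raw number of nuclei counted in each imaged well without normalization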
NFkB transloc pot cell count 2 µM: second read-out of NFkB transloc pot, no call of its own (marks repeat the call); cell count; measured here: cells passing quality filter
* = called active by the depositor.

What do the screens show for `OC(Cn1ccnc1)c1ccc(Cl)cc1Cl` (configuration not stated)?
NFkB transloc pot: 19; Bcl-B displacement: -6%; MRP reversal: 6; NFkB transloc inh: -19; PLAP inhibition: 15%; MRP reversal cytotoxicity: 93; MRP reversal with doxorubicin: 87; NFkB transloc inh cell count 2 µM: 144; NFkB transloc pot cell count 2 µM: 144

What do the screens show for `O=C(O)C1CCCCC1C(=O)NCc1cn2ccccc2n1` (configuration not stated)?
Bcl-B displacement: 7%; MRP reversal: 9; PLAP inhibition: -4%; MRP reversal cytotoxicity: 102; MRP reversal with doxorubicin: 93

Results for Cc1ccc(-c2nnn(CC(=O)N(Cc3cccs3)C(C(=O)NC(C)(C)C)c3ccc(C)o3)n2)o1 (configuration not stated) ?
NFkB transloc pot: 17; Bcl-B displacement: -5%; MRP reversal: -3; NFkB transloc inh: -17; PLAP inhibition: -12%; MRP reversal cytotoxicity: 76; MRP reversal with doxorubicin: 79; NFkB transloc inh cell count 2 µM: 165; NFkB transloc pot cell count 2 µM: 165

Results for C(=N\Nc1ccccc1)/c1ccc(N2CCOCC2)cc1 ?
NFkB transloc pot: 9; Bcl-B displacement: 1%; NFkB transloc inh: -9; PLAP inhibition: -18%; NFkB transloc inh cell count 2 µM: 132; NFkB transloc pot cell count 2 µM: 132

How did O=S(=O)(Nc1nc2c(s1)CCCC2)c1ccc(Br)cc1 do in these assays?
NFkB transloc pot: -2; MRP reversal: -8; NFkB transloc inh: 2; MRP reversal cytotoxicity: 93; MRP reversal with doxorubicin: 101; NFkB transloc inh cell count 2 µM: 138; NFkB transloc pot cell count 2 µM: 138

Results for COc1cc(NC(=O)C2COc3ccccc3O2)c(OC)cc1Cl (configuration not stated) ?
NFkB transloc pot: -11; Bcl-B displacement: 3%; MRP reversal: 8; NFkB transloc inh: 11; PLAP inhibition: -33%; MRP reversal cytotoxicity: 83; MRP reversal with doxorubicin: 75; NFkB transloc inh cell count 2 µM: 109; NFkB transloc pot cell count 2 µM: 109

How did CCCCN1C(=O)C(O)(CC(=O)c2c(C)n[nH]c2C)c2cc(Br)ccc21 (configuration not stated) do in these assays?
NFkB transloc pot: 2; Bcl-B displacement: 8%; MRP reversal: -9; NFkB transloc inh: -2; PLAP inhibition: -51%; MRP reversal cytotoxicity: 59; MRP reversal with doxorubicin: 68; NFkB transloc inh cell count 2 µM: 81; NFkB transloc pot cell count 2 µM: 81

How did Cc1nnc(NC(=O)C2CCN(c3nnnn3-c3ccccc3)CC2)s1 do in these assays?
NFkB transloc pot: -4; Bcl-B displacement: 6%; MRP reversal: 6; NFkB transloc inh: 4; PLAP inhibition: 0%; MRP reversal cytotoxicity: 85; MRP reversal with doxorubicin: 79; NFkB transloc inh cell count 2 µM: 107; NFkB transloc pot cell count 2 µM: 107

How did COc1ccc(CNC(=O)c2cnccn2)cc1 do in these assays?
NFkB transloc pot: -1; Bcl-B displacement: 2%; MRP reversal: -8; NFkB transloc inh: 1; PLAP inhibition: -16%; MRP reversal cytotoxicity: 92; MRP reversal with doxorubicin: 100; NFkB transloc inh cell count 2 µM: 158; NFkB transloc pot cell count 2 µM: 158

What do the screens show for `O=C(Cn1ncc2c1-c1ccccc1OC2)Nc1cccc(Cl)c1`?
NFkB transloc pot: 5; Bcl-B displacement: 4%; MRP reversal: -13; NFkB transloc inh: -5; PLAP inhibition: 24%; MRP reversal cytotoxicity: 47; MRP reversal with doxorubicin: 60; NFkB transloc inh cell count 2 µM: 74; NFkB transloc pot cell count 2 µM: 74

What do the screens show for `COc1ccc(C(C(=O)NCc2ccccc2)N(Cc2ccc3c(c2)OCO3)C(=O)c2cnccn2)cc1` (configuration not stated)?
NFkB transloc pot: -9; Bcl-B displacement: -13%; MRP reversal: 8; NFkB transloc inh: 9; PLAP inhibition: -66%; MRP reversal cytotoxicity: 101; MRP reversal with doxorubicin: 94; NFkB transloc inh cell count 2 µM: 66; NFkB transloc pot cell count 2 µM: 66

How did Cc1cc(N2CCCCCC2)nc2ccccc12 do in these assays?
NFkB transloc pot: 7; Bcl-B displacement: 23%; NFkB transloc inh: -7; PLAP inhibition: 24%; NFkB transloc inh cell count 2 µM: 113; NFkB transloc pot cell count 2 µM: 113

Overlap with the part before: 4 compounds, then new ones.
How did COc1ccc(CNC(=O)c2cnccn2)cc1 do in these assays?
NFkB transloc pot: -1; Bcl-B displacement: 2%; MRP reversal: -8; NFkB transloc inh: 1; PLAP inhibition: -16%; MRP reversal cytotoxicity: 92; MRP reversal with doxorubicin: 100; NFkB transloc inh cell count 2 µM: 158; NFkB transloc pot cell count 2 µM: 158

What do the screens show for `O=C(Cn1ncc2c1-c1ccccc1OC2)Nc1cccc(Cl)c1`?
NFkB transloc pot: 5; Bcl-B displacement: 4%; MRP reversal: -13; NFkB transloc inh: -5; PLAP inhibition: 24%; MRP reversal cytotoxicity: 47; MRP reversal with doxorubicin: 60; NFkB transloc inh cell count 2 µM: 74; NFkB transloc pot cell count 2 µM: 74

What do the screens show for `COc1ccc(C(C(=O)NCc2ccccc2)N(Cc2ccc3c(c2)OCO3)C(=O)c2cnccn2)cc1` (configuration not stated)?
NFkB transloc pot: -9; Bcl-B displacement: -13%; MRP reversal: 8; NFkB transloc inh: 9; PLAP inhibition: -66%; MRP reversal cytotoxicity: 101; MRP reversal with doxorubicin: 94; NFkB transloc inh cell count 2 µM: 66; NFkB transloc pot cell count 2 µM: 66

How did Cc1cc(N2CCCCCC2)nc2ccccc12 do in these assays?
NFkB transloc pot: 7; Bcl-B displacement: 23%; NFkB transloc inh: -7; PLAP inhibition: 24%; NFkB transloc inh cell count 2 µM: 113; NFkB transloc pot cell count 2 µM: 113

Results for CCN(CC)c1ccc(NC(=O)c2ccc(Br)o2)cc1 ?
Bcl-B displacement: 11%; MRP reversal: 24; PLAP inhibition: 24%; MRP reversal cytotoxicity: 92; MRP reversal with doxorubicin: 68

How did Cc1ccc2c(N)c(C(=O)N(c3ccccc3)c3ccccc3)sc2n1 do in these assays?
NFkB transloc pot: -6; MRP reversal: 5; NFkB transloc inh: 6; MRP reversal cytotoxicity: 83; MRP reversal with doxorubicin: 79; NFkB transloc inh cell count 2 µM: 97; NFkB transloc pot cell count 2 µM: 97

What do the screens show for `O=C(Nc1nnc(-c2cccs2)o1)c1cccc(F)c1`?
NFkB transloc pot: 21; MRP reversal: -5; NFkB transloc inh: -21; MRP reversal cytotoxicity: 103; MRP reversal with doxorubicin: 108; NFkB transloc inh cell count 2 µM: 161; NFkB transloc pot cell count 2 µM: 161

Results for C[C@H](NC(=O)OC(C)(C)C)c1nnc(SCC(=O)c2ccc(Cl)cc2)o1 ?
NFkB transloc pot: -8; Bcl-B displacement: 10%; MRP reversal: -8; NFkB transloc inh: 8; PLAP inhibition: -17%; MRP reversal cytotoxicity: 76; MRP reversal with doxorubicin: 84; NFkB transloc inh cell count 2 µM: 129; NFkB transloc pot cell count 2 µM: 129

Results for CCOC(=O)c1nn(-c2ccc(OCC)cc2)c2nc(CC(C)C)c(C#N)c(=O)n12 ?
NFkB transloc pot: 17; MRP reversal: -6; NFkB transloc inh: -17; MRP reversal cytotoxicity: 72; MRP reversal with doxorubicin: 78; NFkB transloc inh cell count 2 µM: 134; NFkB transloc pot cell count 2 µM: 134

Results for COc1ccc(C(=O)COC(=O)CCN2C(=O)C3C4CC(C(Br)C4Br)C3C2=O)cc1 (configuration not stated) ?
NFkB transloc pot: -1; Bcl-B displacement: -18%; NFkB transloc inh: 1; PLAP inhibition: 10%; NFkB transloc inh cell count 2 µM: 212; NFkB transloc pot cell count 2 µM: 212

What do the screens show for `C/C=C/c1ccc(OCCN2C(=O)NC(C)(C)C2=O)c(OC)c1`?
NFkB transloc pot: 10; Bcl-B displacement: -5%; MRP reversal: 4; NFkB transloc inh: -10; PLAP inhibition: -29%; MRP reversal cytotoxicity: 102; MRP reversal with doxorubicin: 98; NFkB transloc inh cell count 2 µM: 60; NFkB transloc pot cell count 2 µM: 60

How did CC(C)CNc1nc(Oc2ccc(=O)[nH]n2)nc(N(C)C)n1 do in these assays?
NFkB transloc pot: -4; Bcl-B displacement: -3%; MRP reversal: 13; NFkB transloc inh: 4; PLAP inhibition: -3%; MRP reversal cytotoxicity: 102; MRP reversal with doxorubicin: 89; NFkB transloc inh cell count 2 µM: 132; NFkB transloc pot cell count 2 µM: 132

How did O=C(NCc1ccccc1)N(Cc1cc2cc3c(cc2[nH]c1=O)OCCO3)CC1CCCO1 (configuration not stated) do in these assays?
NFkB transloc pot: 1; Bcl-B displacement: 0%; MRP reversal: 7; NFkB transloc inh: -1; PLAP inhibition: -58%; MRP reversal cytotoxicity: 98; MRP reversal with doxorubicin: 91; NFkB transloc inh cell count 2 µM: 69; NFkB transloc pot cell count 2 µM: 69

How did O=C(Cn1cnnn1)OCC(=O)c1ccc(Cl)s1 do in these assays?
NFkB transloc pot: 0; Bcl-B displacement: -32%; NFkB transloc inh: 0; PLAP inhibition: -8%; NFkB transloc inh cell count 2 µM: 124; NFkB transloc pot cell count 2 µM: 124

Results for CCOc1ccc(NC2=C(Cl)C(=O)N(Cc3ccccc3)C2=O)cc1 ?
NFkB transloc pot: -7; Bcl-B displacement: -16%; NFkB transloc inh: 7; PLAP inhibition: 16%; NFkB transloc inh cell count 2 µM: 174; NFkB transloc pot cell count 2 µM: 174

Results for COc1ccc(-n2cccc2C=O)cc1OC ?
NFkB transloc pot: 9; Bcl-B displacement: -2%; NFkB transloc inh: -9; PLAP inhibition: 1%; NFkB transloc inh cell count 2 µM: 172; NFkB transloc pot cell count 2 µM: 172

Results for CC(=O)Nc1ccc2c(c1)nc(CN1CCCC1)n2C ?
NFkB transloc pot: 3; Bcl-B displacement: 7%; MRP reversal: 8; NFkB transloc inh: -2; PLAP inhibition: -23%; MRP reversal cytotoxicity: 92; MRP reversal with doxorubicin: 84; NFkB transloc inh cell count 2 µM: 149; NFkB transloc pot cell count 2 µM: 149

Results for COc1ccc2[nH]c(=O)c(CN(Cc3cccnc3)C(=O)Nc3ccccc3)cc2c1 ?
Bcl-B displacement: 2%; MRP reversal: 4; PLAP inhibition: 4%; MRP reversal cytotoxicity: 80; MRP reversal with doxorubicin: 76

Results for Cc1cc(C)n2c(SCc3ccc(Cl)cc3Cl)nnc2n1 ?
NFkB transloc pot: -6; Bcl-B displacement: 4%; MRP reversal: 2; NFkB transloc inh: 6; PLAP inhibition: -2%; MRP reversal cytotoxicity: 79; MRP reversal with doxorubicin: 77; NFkB transloc inh cell count 2 µM: 172; NFkB transloc pot cell count 2 µM: 172

What do the screens show for `Cc1cc(N2CCC(C)CC2)c(F)cc1[N+](=O)[O-]`?
NFkB transloc pot: 3; Bcl-B displacement: -2%; NFkB transloc inh: -3; PLAP inhibition: 17%; NFkB transloc inh cell count 2 µM: 118; NFkB transloc pot cell count 2 µM: 118

How did COC(c1ccccc1)c1c(-c2ccccc2)nn(C)c1Cl (configuration not stated) do in these assays?
Bcl-B displacement: -12%; PLAP inhibition: -19%

What do the screens show for `CCCCn1c(N(CCOC(C)=O)C(C)=O)nc2ccccc21`?
NFkB transloc pot: inconclusive; Bcl-B displacement: -7%; MRP reversal: 5; NFkB transloc inh: -56; MRP reversal cytotoxicity: 90; MRP reversal with doxorubicin: 85; NFkB transloc inh cell count 2 µM: 124

What do the screens show for `Nc1nc(-c2cccnc2)nn1C(=O)c1ccco1`?
NFkB transloc pot: -6; Bcl-B displacement: -4%; MRP reversal: 4; NFkB transloc inh: 6; PLAP inhibition: 0%; MRP reversal cytotoxicity: 92; MRP reversal with doxorubicin: 88; NFkB transloc inh cell count 2 µM: 78; NFkB transloc pot cell count 2 µM: 78

Results for COC(=O)c1ccc(N2C(=O)CC(N3CCN(C(=O)c4ccco4)CC3)C2=O)cc1 (configuration not stated) ?
Bcl-B displacement: 0%; PLAP inhibition: 2%

How did COc1ccc(C(=O)Nn2c(SCC(=O)NC3CCCCC3)nc3ccccc3c2=O)cc1 do in these assays?
NFkB transloc pot: -6; Bcl-B displacement: 6%; MRP reversal: 2; NFkB transloc inh: 6; PLAP inhibition: -9%; MRP reversal cytotoxicity: 98; MRP reversal with doxorubicin: 95; NFkB transloc inh cell count 2 µM: 136; NFkB transloc pot cell count 2 µM: 136

Not all compounds are listed, so the mix of outcomes need not match the whole.
